# High-throughput results: PubChem BioAssay, several laboratories
# aSyn UTR inh: 5' untranslated region of α-synuclein, MLPCN primary screen | 300,000 tested, 0.82% active | alpha-synuclein 5'UTR reporter, inhibitor activity | inhibition, % (tested at 7.5 µM); in the data active = inhibition above about 60%; inconclusive = no clear call, values can overlap the other calls;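 note: H4 neuroglioblastoma cells stably carrying SNCA 5'UTR luciferase fusion; 0% = DMSO wells and 100% = positive control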
# GSK3beta inhib: human GSK3beta kinase inhibition. GST-GSK3beta kinase, ADP-Glo luminescence, 60 min; hits give low values. activity score (negative = inhibition), % at 10 µM. 300,000 tested, 0.038% active;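 active = more than half of replicate wells score below -50%, meaning over 50% inhibition versus plate controls; inconclusive = some replicates but at most half score below -50%; inactive = no replicate scores below -50%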;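 note: 0% = median DMSO wells and -100% = median GW8510 positive control wells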
# Target sequence (P49841 whole entry, looked up): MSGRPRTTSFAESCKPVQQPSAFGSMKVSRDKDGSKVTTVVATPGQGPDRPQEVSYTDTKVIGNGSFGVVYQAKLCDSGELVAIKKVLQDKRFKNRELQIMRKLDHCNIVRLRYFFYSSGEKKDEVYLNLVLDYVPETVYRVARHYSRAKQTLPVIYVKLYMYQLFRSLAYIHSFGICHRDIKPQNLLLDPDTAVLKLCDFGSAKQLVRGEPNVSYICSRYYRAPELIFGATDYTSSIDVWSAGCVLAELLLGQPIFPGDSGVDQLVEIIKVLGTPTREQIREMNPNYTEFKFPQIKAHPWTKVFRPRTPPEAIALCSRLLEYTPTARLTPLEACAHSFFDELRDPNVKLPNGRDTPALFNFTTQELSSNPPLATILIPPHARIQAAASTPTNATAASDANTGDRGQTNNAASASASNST
#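 Test system: GST-fused GSK3beta enzyme, cell-free | Quantity: 1.6 ng GST-GSK3beta enzyme per well | Reagent: 25 µM ATP with peptide substrate | Schedule: 60 min enzyme reaction, room temperature | Signal: Luminescent ADP-Glo measurement of ADP formed | Read-out basis: Score relative to plate controls | Control set: DMSO and 20 µM GW8510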
# PolyA inhibitor: yeast polyadenylation inhibition; S. cerevisiae SKY197-pL101 polyadenylation reporter, beta-gal luminescence; efflux-impaired pdr1/pdr3 knockout yeast; score 100 = 6 SD above DMSO; calls only at 12 µM; 300,000 tested, 0.02% active;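 active = lowest replicate activity score at least 50, where 100 means six control SD above control mean; inconclusive = lowest score under 50 but half or more replicates reach 50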;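 note: yeast exposed to compound for 9 h at 30 °C; higher score means more reporter readthrough which indicates perturbed polyadenylation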
# HSP90 inh: blocks HSP90-mediated luciferase refolding in reticulocyte lysate. Rabbit reticulocyte lysate, luciferase refolding luminescence, 3 h. inhibition, % at 5.6 µM. 290,000 tested, 0.91% active;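 active = inhibition above the screen-wide mean plus 3 SD, computed separately per campaign, cut at about 16% in these data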;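 note: 0% = DMSO wells and 100% = 60 µM geldanamycin wells; inhibitors lower the luminescence because luciferase stays unfolded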
# AI-2 QS modul: modulators of Vibrio harveyi AI-2 quorum sensing system. Vibrio harveyi JMH597 AI-2 luminescence/OD600 ratio, 9 h; hits give low values; strain lacks LuxN and CqsS sensors; 0 = neutral-control median. activity change, % at 7.5 µM. 300,000 tested, 0.4% active. AID 2094; in the data active = activity change below about -75%, passing the limit was not always enough; inconclusive = no clear call, values can overlap the other calls;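 note: luminescence divided by OD600 gain over 9 h not by final OD600 alone; inactives centre near 13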
# GSK3 alpha inh: human GSK-3 alpha kinase inhibition | ADP-Glo luminescence, 60 min | 320,000 tested, 0.1% active | AID 2650 | inhibition, % at 10 µM | P49840;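 in the data active = inhibition above about 50%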;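 note: GST-tagged GSK-3 alpha with peptide substrate and 25 µM ATP; 0% = DMSO neutral wells and 100% = GW8510 positive control wells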
# Target sequence (P49840 whole entry, looked up): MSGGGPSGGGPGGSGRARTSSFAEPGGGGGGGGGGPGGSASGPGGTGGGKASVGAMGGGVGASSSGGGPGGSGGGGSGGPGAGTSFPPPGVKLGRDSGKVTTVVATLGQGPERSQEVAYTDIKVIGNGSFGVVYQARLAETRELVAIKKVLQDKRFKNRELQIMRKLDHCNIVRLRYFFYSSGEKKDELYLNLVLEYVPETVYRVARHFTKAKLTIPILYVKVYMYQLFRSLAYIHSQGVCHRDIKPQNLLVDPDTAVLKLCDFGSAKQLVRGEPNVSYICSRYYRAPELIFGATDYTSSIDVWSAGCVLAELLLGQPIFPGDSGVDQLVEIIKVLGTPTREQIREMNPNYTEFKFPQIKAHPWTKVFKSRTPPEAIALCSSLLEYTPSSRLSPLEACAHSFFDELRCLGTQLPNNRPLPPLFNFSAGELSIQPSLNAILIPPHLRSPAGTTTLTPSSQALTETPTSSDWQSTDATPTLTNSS
# HSF1 inhib: HSF1 inhibition; activity change, negative = inhibition, % at 7.5 µM (by protocol); 300,000 tested, 0.77% active; NIH3T3-HGL HSE-luciferase, MG132-induced, luminescence 8 h; hits give low values;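 active = more than half of replicate wells show activity change below -50%, luminescence cut by over half; inconclusive = some wells, but at most half, below -50%; inactive = no replicate well below -50%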;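 note: luciferase reports HSF-1 transcriptional activity via heat shock element; 0% = median of DMSO wells and -100% = zero luminescence signal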
# KLF5 inhibitor: suppresses KLF5 promoter-driven expression; DLD-1 KLF5 promoter-luciferase reporter, luminescence; inhibition, % at 5 µM; 290,000 tested, 0.23% active; AID 1700;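 active = inhibition above a per-plate limit of that plate's mean compound inhibition plus 3 SD, cut at about 60% in these data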;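 note: 0% = DMSO wells and 100% = LY294002 at 200 µM; higher means less KLF5 promoter-driven luciferase light; inactives centre near -14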
# HSF-1 act: increases HSF-1 driven luciferase reporter signal. 300,000 tested, 1.7% active. NIH3T3-HGL HSF-1 luciferase reporter, MG132, 8 h; 100% = twice DMSO control signal. AID 504408. activation, % at 9 µM;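 active = mean replicate activation of at least 50% with a set share of replicates each reaching 50%; inconclusive = only one of those two conditions met; inactive = mean below 50% and too few replicates reaching it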;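 note: 0% = median of the neutral control wells and 100% = twice that signal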
# IEC-6 cytotox: counter-screen for KLF5 inhibitors: cytotoxicity in IEC-6 cells. 290,000 tested, 0.78% active. IEC-6 cytotoxicity, luminescence viability. AID 1825. inhibition, % at 5 µM; in the data active = inhibition above about 22%;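 note: 0% = plate median of test compound wells and 100% = cytotoxic reference compound wells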
# Numbers without * were called inactive; i = inactive; ? = inconclusive; . = no result given.
SMILES,aSyn UTR inh,GSK3beta inhib,PolyA inhibitor,HSP90 inh,AI-2 QS modul,GSK3 alpha inh,HSF1 inhib,KLF5 inhibitor,HSF-1 act,IEC-6 cytotox
Cc1[nH]nc2ncc(C(=O)c3cc(F)ccc3O)cc12,31,-1,i,10,2,0,-16,11,-9,0
CCn1ncc(Br)c1C(=O)Nc1cc(C)on1,-14,-7,i,1,0,.,-2,-21,-5,5
Cc1cc(C)cc(Oc2cc(NC(=O)c3cn(C)nc3C)cc([N+](=O)[O-])c2)c1,23,3,i,0,11,-1,19,-14,29,3
Cc1c(C(=O)Nc2cc(S(=O)(=O)N3CCOCC3)ccc2N2CCOCC2)oc2ccccc12,6,-3,i,-1,0,-2,-8,12,-11,0
Cc1[nH]n(-c2cccc(Cl)c2)c(=O)c1C=NCC(C)C,-168,8,i,1,33,-1,15,-63,23,-5
OCCc1c[nH]c2ccc(OCc3ccccc3)cc12,-11,2,i,-1,3,-2,5,-50,6,2
O=C(O)c1ccccc1-c1nc2ccccc2n1-c1ccccc1,17,4,i,-5,12,-1,6,-17,-2,1
COc1ccc2c(c1)CCC/C2=N\NC(=O)c1ccoc1C,-70,1,i,-3,15,0,17,-145,?,4
O=C(c1ccc(NS(=O)(=O)c2ccccc2)cc1)N1CCOCC1,-12,0,i,0,8,-3,-6,-10,-3,2
O=C(CSc1nnc(-c2ccccc2Cl)o1)N1CCOCC1,-124,1,i,1,6,-2,21,-77,34,-7
CN(C)/C=N/c1sc2c(c1C(N)=O)CCCC2,-12,-2,i,-1,28,-2,-7,2,-15,-5
COc1cc(C(=S)NCc2ccccc2)cc(Br)c1O,10,4,i,-12,-80*,-7,-4,-27,5,-7
Cc1cc(C)nc(NS(=O)(=O)c2ccc(NC(=O)C3COc4ccccc4O3)cc2)n1 (stereo unspecified),-2,3,i,1,3,-2,3,10,5,3
CCC(=O)c1ccc(N2CCN(C(=O)c3cccs3)CC2)c(F)c1,-103,1,i,-4,26,-27,5,-56,-7,1
NNC(=O)c1[nH]c2ccc(Cl)cc2c1-c1ccccc1,77*,-2,i,-2,10,-2,-15,-16,-12,2
Cc1cnc(C(=O)Nc2ccc(N3CCOCC3)cc2)cn1,-73,-4,i,-3,19,-1,-4,-26,-12,-4
CCC1COCCS(=O)(=O)N1Cc1ccccc1 (stereo unspecified),8,-2,i,-3,2,15,-7,-10,-7,-1
O=c1[nH]c(C2CCN(S(=O)(=O)c3ccccc3)CC2)nc2c1nnn2Cc1c(F)cccc1Cl,12,3,i,7,14,1,-4,-14,17,-1
COCCNC(=O)Cn1cc(/C=C(\C#N)C(=O)NC2CCCC2)c2ccccc21,-8,-1,i,3,10,1,4,-30,9,-3
O=C(CCN1C(=O)c2ccncc2C1=O)NCc1ccc(Cl)cc1,12,0,i,2,25,1,-7,-35,6,-4
CC(C)CC(CO)N1CCN(C(=O)c2ccc(Cl)cc2Cl)CCC1=O (stereo unspecified),-12,4,i,-3,7,0,3,-17,-1,-4
COC(=O)C(Cc1ccc(O)cc1)NC(=O)C(C)NC(=O)c1ccc(C(C)(C)C)cc1 (stereo unspecified),-4,2,i,1,1,-1,0,12,5,-2
COc1nc(N)nc(NC(=O)c2cccs2)c1N=O,-51,-1,i,.,50,-1,3,.,16,.
Cc1cnc(C(=O)Nc2ccc(F)c(F)c2)cn1,-133,0,i,-3,11,1,6,-91,19,-2
CN1CCS/C1=C/C=C1/SC(=S)N(Cc2ccccc2)C1=O,-50,21,i,5,9,0,18,-8,27,3
CCn1c(SCC(=O)N(C)Cc2ccc(OC)c(F)c2)nc2cc(S(N)(=O)=O)ccc21,15,3,i,4,41,2,-8,-7,-5,1
CCOc1cccc(NC(=O)/C(C#N)=C/c2cccnc2)c1,1,-1,i,-1,7,-5,-1,-19,9,-6
COC(=O)c1[nH]c(C)c(/C(O)=C2\C(=O)C(=O)N(CCN(C)C)C2c2cccc(OC)c2OC)c1C (stereo unspecified),-12,1,i,3,43,0,-3,12,-5,9
CC(=O)c1ccc(OCCn2cnc3ccccc32)cc1,-36,-1,i,4,23,1,1,-27,7,10
CCOC(=O)C1CCN(C(=O)/C=C/c2cccs2)CC1,-70,1,i,-3,26,5,4,-86,17,-10
Brc1ccc2nc3c(n2c1)CCCC3,-14,-5,i,-1,14,2,5,1,-2,2
Clc1nc(-c2cccnc2)nc2scc(-c3ccccc3)c12,-134,-1,i,3,11,-1,58,10,72*,4
Cn1nnnc1SCC(=O)N1CCN(C(=O)c2ccco2)CC1,22,0,i,-6,6,0,0,-22,-2,11
Cc1cccc(C)c1OCC(=O)Nc1cccc(C(=O)O)c1,-22,-1,i,23*,60,-2,-4,-120,-4,0
COCC(=O)NCc1nc2ccccc2[nH]1,-3,7,i,-2,30,6,2,4,36,0
CS(=O)(=O)c1ccc2nc(NC(=O)Cc3ccccc3)sc2c1,20,0,i,11,-3,2,-6,-19,4,3
O=S(=O)(Nc1nc(-c2ccccc2)cs1)c1cccc(C(F)(F)F)c1,26,0,i,2,23,-2,-5,5,6,2
CCC1CCCCN1C(=O)CSc1nc(C)cc(C)n1 (stereo unspecified),10,1,i,2,17,-1,-7,-11,-7,8
C/C(=N\N1CCN(Cc2ccc(Cl)cc2)CC1)c1ccc([N+](=O)[O-])cc1,-8,1,i,1,10,2,-2,1,-5,-8
N#Cc1ccc(NC(=O)CCc2ccc(S(=O)(=O)N3CCOCC3)cc2)cc1,18,0,i,3,11,0,1,-23,-7,0
Nc1ncc(Br)cc1S(=O)(=O)NCCc1ccccc1,-20,-2,i,-4,12,-2,-11,-21,-29,-7
CSc1nsc(SCC(=O)NCc2ccccc2)n1,-8,-3,i,1,11,-3,-2,-6,-4,-1
CCc1[nH]nc(C(=O)N2CCCC(CO)(Cc3ccc(F)cc3F)C2)c1C (stereo unspecified),-6,-3,i,-2,11,0,-1,-18,-2,-1
Cc1ccc(CCN2CC(C(=O)NCCN(C)C)CC2=O)cc1 (stereo unspecified),12,1,i,-3,15,0,-5,-7,-12,-6
CN1CCN(S(=O)(=O)c2ccc(NC(=S)NC(=O)C3CCCCC3)cc2)CC1,9,3,i,0,11,-1,-3,-3,3,-7
CCOc1ccccc1C(=O)NCC(=O)OCc1c(C)noc1C,4,5,i,-2,17,0,-7,4,16,2
C=CCn1c(COc2ccc(F)cc2)nnc1SCC(=O)N1CC(=O)Nc2ccccc21,10,-1,i,-7,-7,-1,-2,-13,3,3
C=CCNC(=S)Nc1sc2c(c1C#N)CCCC2,-11,2,i,-3,-4,2,-54*,-13,-62,-5
COc1ccc(S(=O)(=O)N2CCC(C(=O)NCc3ccncc3)CC2)cc1,-11,-1,.,-3,18,-3,1,-13,3,1
C=CCNC(=O)C1CC2c3ccccc3C1c1ccccc12 (stereo unspecified),34,2,i,.,10,-2,-1,.,0,.

# Full records, looked up by structure. Order of values: aSyn UTR inh	GSK3beta inhib	PolyA inhibitor	HSP90 inh	AI-2 QS modul	GSK3 alpha inh	HSF1 inhib	KLF5 inhibitor	HSF-1 act	IEC-6 cytotox
# Results for COC(=O)C(Cc1ccc(O)cc1)NC(=O)C(C)NC(=O)c1ccc(C(C)(C)C)cc1 (stereo unspecified) = -4	2	i	1	1	-1	0	12	5	-2
# Results for O=S(=O)(Nc1nc(-c2ccccc2)cs1)c1cccc(C(F)(F)F)c1 = 26	0	i	2	23	-2	-5	5	6	2

# More entries follow.
SMILES,aSyn UTR inh,GSK3beta inhib,PolyA inhibitor,HSP90 inh,AI-2 QS modul,GSK3 alpha inh,HSF1 inhib,KLF5 inhibitor,HSF-1 act,IEC-6 cytotox
O=C(c1cnc2n(c1=O)CCS2)N1CCN(c2ccccc2F)CC1,-27,-4,i,-2,29,-1,3,-11,-4,-2
Cc1ccc(S(=O)(=O)Nc2c(NC3CCCCC3)c3ccccc3oc2=O)cc1C,4,2,i,-1,4,-1,5,-32,27,12
C/C(=N\NC(=O)CSc1nc2ccccc2o1)c1ccc(O)cc1,-17,-5,i,-2,12,5,6,-14,-4,1
CCc1cc2cc3c(cc2nc1SCC(=O)Nc1nccs1)OCO3,18,-4,i,-3,3,-3,-3,-38,5,-8
Cc1ccc(C)c(Cn2ncc3ccccc32)c1,-5,0,i,-2,4,0,1,-45,1,-4
CCc1ccc(C2NC(=S)NC3=C2C(=O)CCC3)cc1 (stereo unspecified),30,-1,i,1,-16,-2,17,-13,21,-4
Oc1c(CN2CCN(c3ccc(F)cc3)CC2)cc(Cl)c2cccnc12,70*,6,i,3,?,-1,-45,-24,-51,-4
CCOc1ccccc1N/C=C(\C#N)c1nc2ccccc2n1C,-76,-2,i,0,20,-3,-5,13,-14,1
CCc1ccccc1NC(=O)CCN1C(=O)c2ccccc2C1=O,13,0,i,-1,10,0,7,-20,15,6
O=C(Nc1ccc(O)cc1)c1cc2n(n1)C(C(F)(F)F)CC(c1ccco1)N2 (stereo unspecified),-66,-2,i,0,18,4,2,9,-11,14
COC(=O)c1c(C)oc2ccc(N(C(=O)c3ccncc3)S(=O)(=O)c3ccc(C)cc3C)cc12,-18,-3,i,-4,10,-1,-6,-27,-15,0
Nc1c(C(=O)Nc2ccc(Cl)c(C(=O)O)c2)sc2nc3c(cc12)CCCC3,5,0,i,4,20,-2,2,-24,10,-8
COc1cccc(CN2CCNC(=O)C2CC(=O)NCC(C)(C)N2CCOCC2)c1OC (stereo unspecified),7,-4,i,-2,11,1,1,-18,-3,-3
Cc1cc(=O)[nH]c2cc(O)ccc12,7,4,i,-3,11,0,-13,-6,-15,-5
COCCN(C(=O)CNC(=O)c1ccco1)C(C(=O)NC1CCCC1)c1cccc(OC)c1 (stereo unspecified),-17,0,i,-1,8,-2,-9,0,-1,-2
COCC(C)NC(=O)Cc1ccc(F)cc1 (stereo unspecified),6,1,i,0,10,-1,-4,-51,11,-3
COc1ccc(NC(=O)CCNS(=O)(=O)c2ccc(C)c(C)c2)cc1OC,31,1,i,1,14,-2,-1,-18,-8,4
CCCOc1cccc(OCC(=O)Nc2nc3ccccc3[nH]2)c1,-11,1,i,-3,8,-1,1,-58,34,7
CCOc1ccccc1C(C(=O)NC1CCCC1)N(C(=O)c1csnn1)C1CC1 (stereo unspecified),-4,.,i,-4,.,-2,-6,-30,5,-10
N#Cc1ccc2ccn(CC(=O)NCc3ccccc3)c2c1,0,-2,i,2,7,1,-5,-2,-13,5
O=C(Nc1ccncc1)c1cc(-c2ccccn2)nc2ccccc12,-12,-1,i,4,27,-1,-3,-22,-5,-3
Cc1nc2sc(C(c3cccc(F)c3)N3CC(C)OC(C)C3)c(O)n2n1 (stereo unspecified),-10,-28,i,1,12,2,-4,-22,-1,0

# These rows are one share of the data; the hit share may differ from the screen's.
